Compound activity: PubChem, several laboratories
aDG glyco up – alpha-DG glycosylation activation; Pro5-aDG cells, alpha-DG glycosylation AlphaScreen (IIH6); 0% Pro5, 100% B10-LARGE cell signal; activation, % at 10 µM; 0.22% of 360,000 active; AID 624168;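 active means activation of at least 8% versus controls, or a plate z-score of at least 8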;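 further: Pro5 are CHO cells carrying HIG-tagged alpha-DG that lacks glycosylation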
ABHD5 PLIN5 PPI – blocks binding of human ABHD5 to perilipin-5; Q00G26+Q8WTS1; inhibition, % at 4 µM; 0.78% of 360,000 active; AID 602281; Split G. princeps luciferase complementation, luminescence, 4 h;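 active means inhibition above the mean inhibition across every tested compound plus 3 SD, cut at about 22% in these data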;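 further: 0% = DMSO only wells and the 100% control is not disclosed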
m5-HT2A agonist – activates the mouse 5-HT2A serotonin receptor; P35363; CHO-K1 mHTR2A beta-arrestin complementation, luminescence; percent of 30 µM serotonin response; activation, % at 7.6 µM; 0.66% of 360,000 active; AID 624169;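 active means activation above a run cutoff, the mean activation of all tested compounds plus 3 SD, cut at about 14% in these data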;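 further: 0% = plate median of compound wells and 100% = 30 µM serotonin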
Granule exo inh – lytic granule exocytosis inhibition | TALL-104 LAMP-1 surface exposure, flow cytometry; cells stimulated with thapsigargin and PMA | inhibition, % at 10 µM | 0.66% of 360,000 active;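 active means inhibition above about 55%, limit read from the data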
H9c2 protect – myocardial damage modulation in H9c2 cells | AID 588492 | protection from H2O2 cell death, % at 20 µM | 0.63% of 360,000 active | H9c2 cardiomyocytes, H2O2 injury protection, ATPLite, 2 h;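 active means compounds giving at least 50% protection of heart cells from peroxide-induced death in the single-dose screen, raw or plate-pattern-corrected value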;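 further: 0% = DMSO wells with peroxide and 100% = DMSO wells without peroxide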
MC4R antag cAMP – human MC4R antagonism in cAMP assay; MC4R-expressing cells, MTII-stimulated cAMP, LANCE TR-FRET; 0.48% of 360,000 active; inhibition, % at 6.5 µM; P32245;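 active means inhibition above its plate's cutoff, the mean of tested wells on that plate plus 3 SD, cut at about 29% in these data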;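 further: 0% = Melanotan II alone and 100% = Melanotan II plus saturating MCL0020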
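Material: U2OS-MC4R stable cell line | Reagent: Melanotan II challenge after compound preincubation | Doses: One concentration, 6.5 µM nominal | Incubation: 30-min compound preincubation, 1-h Melanotan II challenge, 1-h detection, room temperature | Signal: TR-FRET cAMP assay | Replicates: One well per compound, no replicates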
MC4R ag barr – agonists of human melanocortin 4 receptor (MC4R) beta-arrestin; P32245; U2OS MC4R beta-arrestin complementation, luminescence; percent of melanotan II response, DMSO zero; activation, % at 8.9 µM; 0.98% of 360,000 active;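 active means activation above a per-plate cutoff, the mean activation of sample wells on that plate plus 3 SD, cut at about 8% in these data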
Glyco luc inh – N-linked glycosylation inhibition. D54 ERlucT glycosylation luciferase reporter, 24 h; percent of 100 nM tunicamycin response. reporter increase, % at 12.5 µM. 0.23% of 360,000 active. AID 588692;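 active means mean luciferase reporter signal, scaled so untreated is 0 and the glycosylation-blocking control 100, at or above a set limit in every replicate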;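 further: luciferase carries N-glycosylation sites so blocking glycosylation raises the light; 0% = median of neutral control wells and 100% = median of 100 nM tunicamycin wells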
ABCB6 inh MLPCN – inhibitors of human ABC transporter ABCB6. Q9NP58. K562-ABCB6 porphyrin accumulation, flow cytometry, 1 h; hits give low values. fluorescence ratio to DMSO, % at 10 µM. 0.19% of 360,000 active. AID 602162;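 active means fluorescence ratio to DMSO below 75%, the collection mean minus 3 SD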;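 further: signal is porphyrin accumulated inside mitochondria; 100% equals median channel fluorescence of DMSO control wells; lower ratio means ABCB6 inhibition with less porphyrin fluorescence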
Target sequence (Q9NP58 whole entry, looked up): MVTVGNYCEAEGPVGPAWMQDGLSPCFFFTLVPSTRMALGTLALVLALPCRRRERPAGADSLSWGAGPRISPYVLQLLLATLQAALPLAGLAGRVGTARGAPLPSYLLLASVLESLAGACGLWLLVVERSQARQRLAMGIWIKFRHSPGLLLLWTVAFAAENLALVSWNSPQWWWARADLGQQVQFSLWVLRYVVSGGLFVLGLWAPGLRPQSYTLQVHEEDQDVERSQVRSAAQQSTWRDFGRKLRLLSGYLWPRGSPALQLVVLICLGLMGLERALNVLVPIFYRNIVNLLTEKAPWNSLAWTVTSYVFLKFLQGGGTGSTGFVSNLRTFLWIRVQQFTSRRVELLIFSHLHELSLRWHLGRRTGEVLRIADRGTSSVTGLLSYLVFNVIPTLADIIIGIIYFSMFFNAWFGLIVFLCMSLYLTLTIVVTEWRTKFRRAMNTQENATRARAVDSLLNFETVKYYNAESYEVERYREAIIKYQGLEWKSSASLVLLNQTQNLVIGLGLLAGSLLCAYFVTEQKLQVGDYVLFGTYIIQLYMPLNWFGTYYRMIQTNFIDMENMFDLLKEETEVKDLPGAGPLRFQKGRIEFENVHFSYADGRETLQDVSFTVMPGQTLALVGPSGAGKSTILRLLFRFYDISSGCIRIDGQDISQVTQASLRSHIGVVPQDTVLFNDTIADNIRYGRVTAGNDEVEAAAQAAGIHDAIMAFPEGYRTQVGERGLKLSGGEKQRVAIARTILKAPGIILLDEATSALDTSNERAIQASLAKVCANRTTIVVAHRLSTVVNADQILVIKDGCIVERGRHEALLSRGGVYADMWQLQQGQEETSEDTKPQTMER
iPSC survival up – enhancers of human iPSC single-cell survival; hiPSC single-cell survival, ATPlite luminescence; 100% = ROCK inhibitor wells, 0% = DMSO; survival enhancement, % at 20 µM; 0.044% of 360,000 active; in the data active means survival enhancement above about 18%;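 further: cells exposed to compounds for 16 hours before the ATP read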
* marks the source's active call; other numbers are inactive results; i = inactive; . = not tested or not shown.

#	mol	iPSC survival up	m5-HT2A agonist	MC4R antag cAMP	Glyco luc inh	ABHD5 PLIN5 PPI	ABCB6 inh MLPCN	H9c2 protect	MC4R ag barr	Granule exo inh	aDG glyco up
1	CCN(CC(=O)Nc1c(F)cccc1F)C(=O)CCc1nc2ccccc2c(=O)[nH]1	-0.4	0	7	2	12	100	64*	-2.3	0	-0.1
2	CCOC(=O)C1(Cc2ccc(OC)cc2)CCN(C(=O)Cn2cnnn2)CC1	-0.3	12	6	-1	-2	102	11	3.6	-4	-0.3
3	NNC(=O)c1sc2cc(C(F)(F)F)cnc2c1-c1cccs1	2.5	8	-4	2	2	i	2	0.5	0	-0.3
4	CCCn1nnnc1-c1cccc(Cl)c1	0.0	0	3	2	2	97	0	-1.6	-2	0.0
5	CCNC(=S)Nc1ccc(Oc2ccccc2)cc1	2.0	-2	-2	-3	-2	93	-10	0.3	7	0.1
6	COC(=O)Oc1ccc(/C=C/C(=O)OC(C)C)cc1OC(=O)OC	-1.8	-2	5	-3	-4	96	54*	-1.6	0	-0.3
7	Cc1cccc(C)c1OCc1cc(C(=O)NCC2COCCO2)no1 (stereo not drawn)	-0.4	-3	5	2	-1	99	1	1.5	-2	-0.1
8	CC1(C)Cc2c(sc3c2c(=O)n(-c2ccc(Cl)cc2)c(=O)n3CC(N)=O)CO1	3.2	0	21	0	-4	104	6	-0.2	2	-0.1
9	Cc1cc(NC(=O)CSc2ncccn2)no1	-0.6	5	0	3	-4	94	2	0.5	7	-0.1
10	COc1ccc(C(=O)Nc2ccc3c(c2)nc(CN2CCCC2)n3C)cc1	-0.4	-2	4	-1	1	101	-7	-1.3	8	-0.1
11	c1ccc2nc3ccccc3nc2c1	0.8	-2	-14	16	-3	114	-8	-0.9	1	1.3
12	O=C(Cc1ccc(Cl)c(Cl)c1)Nc1cccc(S(=O)(=O)N2CCOCC2)c1	0.4	-8	5	-4	-2	89	-4	-2.5	3	0.9
13	CC(=O)c1ccc(OCC(O)CN2C(C)CCCC2C)cc1 (stereo not drawn)	0.6	-5	6	1	3	99	-2	0.0	7	-0.1
14	C=C(NS(=O)(=O)c1ccc(C)cc1)C(=O)OC	-4.1	3	10	0	-4	108	1	0.9	-2	-0.2
15	O=C(Nc1ccc(F)cc1)c1ccc(=O)[nH]n1	-0.3	0	0	1	-7	97	-6	-2.4	0	0.1
16	CCN(c1ccccc1)S(=O)(=O)c1nnc(NC(=O)c2ccccc2OC)s1	2.0	-6	0	3	4	103	-12	0.1	-4	-0.1
17	COc1ccccc1NC(=O)Nc1nc(CC(=O)N2CCN(c3ccccc3F)CC2)cs1	-0.4	15*	4	-4	-15	77	6	0.7	-5	-0.3
18	O=C(CSc1ccc([N+](=O)[O-])cn1)Nc1ccc(N2CCOCC2)cc1	-0.6	7	0	1	0	97	-1	-0.3	-2	0.0
19	CCCn1nnnc1NC(=O)COc1ccc(Br)cc1	-0.4	4	5	0	1	130	6	-0.9	35	-0.2
20	Cc1cccc(C)c1NC(=O)C(c1ccc(-c2ccccc2)cc1)n1c(=O)c(-c2cc3ccccc3[nH]2)nc2ccccc21 (stereo not drawn)	.	-6	.	.	-3	.	.	.	4	1.1
21	Cc1nn(Cc2cccc(C(=O)NCC(C)C)c2)c(C)c1Br	-3.3	-2	6	.	5	117	0	-1.6	1	0.1
22	O=C(Nc1ccccc1-c1ccccc1)c1ccc(Cl)c([N+](=O)[O-])c1	11	3	56*	1	-2	102	-2	0.0	1	0.9
23	O=C(NCc1ccco1)c1ccc2c(c1)C(=O)N(Cc1ccccc1)C2=O	-1.2	-11	6	3	3	79	-1	-1.5	-1	-0.2
24	O=C(CC[C@H]1O[C@@H](n2ccc(=O)[nH]c2=O)[C@H](O)[C@@H]1O)N[C@H](Cc1ccccc1)C(=O)NCc1ccc2c(c1)OCO2	2.8	5	.	0	-8	103	5	.	-2	-0.1
25	O=C(NC1CC2CCC(C1)N2Cc1nnnn1Cc1ccco1)NC12CC3CC(CC(C3)C1)C2 (stereo not drawn)	6.6	-5	2	-3	2	94	-9	-1.8	-3	-0.3

Screen by screen, quoted from above.
Compounds 17 to 23 in MC4R antag cAMP read 4, 0, 5, ., 6, 56*, 6
Compounds 17 to 23 in H9c2 protect read 6, -1, 6, ., 0, -2, -1
Compounds 17 to 23 in ABHD5 PLIN5 PPI read -15, 0, 1, -3, 5, -2, 3

Next structures follow:
#	mol	iPSC survival up	m5-HT2A agonist	MC4R antag cAMP	Glyco luc inh	ABHD5 PLIN5 PPI	ABCB6 inh MLPCN	H9c2 protect	MC4R ag barr	Granule exo inh	aDG glyco up
26	COc1ccccc1CN1CCNC(=O)C1CC(=O)NCCC1=CCCCC1 (stereo not drawn)	-0.6	-4	-6	1	1	104	-8	-0.4	-2	0.6
27	O=C(NCC1CCCCC1)c1ccc(F)cc1Cl	0.1	5	12	1	7	96	-2	-1.1	-9	0.0
28	CCN(CC(O)COc1ccc(OCC(O)CN(CC)C2CCCCC2)cc1)C1CCCCC1 (stereo not drawn)	-4.1	5	6	-4	1	88	-3	-2.5	2	0.8
29	Cc1cnc(NC(=O)C2CCC(C(C)(C)C)CC2)s1 (stereo not drawn)	-0.1	4	18	-5	-5	102	-5	2.3	-26	-0.1
30	CCC(=NCCc1ccc(OC)c(OC)c1)C1=C(O)CC(C)(C)CC1=O	-0.5	3	11	2	-5	88	7	-0.7	-2	-0.1
31	C/C(=N\NC(=O)CC#N)c1cc2ccccc2oc1=O	-0.2	7	8	-1	-2	93	12	-0.4	1	-0.1
32	C=CCN(CC=C)C(=O)c1cc2ccccc2c(=O)o1	2.6	1	-3	1	-5	97	8	-0.3	-2	0.2
33	COc1ccc(CCNC(=O)c2cc3c(=O)n4ccccc4nc3n(C3CCCCC3)c2=N)cc1OC	-0.6	-4	-1	-5	5	104	10	5.9	0	-0.2
34	COc1nc(OCCNC(=O)Nc2ccccc2)nc(N(C)C)n1	1.3	-1	2	0	9	101	1	-0.8	2	0.0
35	CCCNC(=O)c1cc(-c2ccc(OC)cc2)on1	-2.4	-1	0	-8	-7	89	-10	-0.2	-2	-0.1
36	CCOc1cc(C2C(C(C)=O)=C(O)C(=O)N2CCc2c[nH]c3ccccc23)ccc1O (stereo not drawn)	-0.3	0	11	1	0	95	0	-0.7	0	-0.2
37	COCCn1c(C)cc(C(=O)COc2nc3ccccc3nc2C)c1C	-2.2	5	1	-2	5	99	-26	-1.4	2	2.7
38	CC(NS(=O)(=O)c1ccc(CCC(=O)NCc2ccco2)cc1)c1ccccc1 (stereo not drawn)	0.5	-4	5	1	-5	96	0	0.6	-1	-0.4
39	O=S(CC(O)(c1ccccc1)c1ccccc1)CC(O)(c1ccccc1)c1ccccc1	0.2	13	5	-3	-3	95	-10	-2.8	-1	0.3
40	COc1ccc(CCNC(=S)Nc2ccc(C(C)C)cc2)cc1	-0.6	-7	16	0	-4	93	-14	0.0	-3	0.0
41	COc1cc(C2/C(=C(\O)c3ccc4c(c3)OCCO4)C(=O)C(=O)N2Cc2ccccc2)ccc1O (stereo not drawn)	0.3	1	3	1	-3	105	-6	-0.7	-2	-0.2
42	CC1CC(C)(C)NC(=S)N1CCCC(=O)NCCc1ccc(Cl)cc1 (stereo not drawn)	0.1	-2	12	-1	3	95	-1	-2.6	0	0.1
43	COc1ccc(CCNC2=C(Cl)C(=O)N(CCc3ccccc3)C2=O)cc1OC	-2.6	0	-3	-3	2	81	-6	-0.5	4	0.6
44	Cc1cc(O)c(C(=O)/C=C/c2ccccc2)c(=O)o1	-0.5	-1	11	-1	2	98	-8	0.1	-6	-0.1
45	CC1CN(S(=O)(=O)c2cccc(C(=O)OCC(=O)N3CCCCCC3)c2)CC(C)O1 (stereo not drawn)	4.1	6	5	-1	5	95	-8	-2.4	-2	0.0
46	CCOC(=O)c1c(-c2ccc(C)o2)csc1N	7.9	-2	7	1	1	.	4	-0.7	4	-0.4
47	CCCC(=O)N1CCN(c2nnc(-c3ccc(C)cc3)c3ccccc23)CC1	-0.6	-6	10	-5	-12	97	-1	-0.6	7	0.1
48	COc1ccc(CCC(C(O)C(F)(F)F)S(=O)c2ccccc2)cc1 (stereo not drawn)	-0.4	-3	16	1	6	93	8	0.7	-2	0.0
49	N#Cc1ccccc1S(=O)(=O)N1CCN(C(=O)c2cc(=O)[nH]c3ccccc23)CC1	0.5	8	-3	-1	-2	101	26	0.2	0	0.1
50	CC(=O)c1ccc(OCC(=O)OC(C)C(=O)NC2CCCCC2C)cc1 (stereo not drawn)	-0.5	-4	4	2	2	96	5	1.2	0	0.2
51	CN(Cc1cccs1)S(=O)(=O)c1cccs1	1.0	-5	-2	1	-3	97	-1	-1.2	15	-0.1
52	COc1ccccc1C(=O)CSc1cccc[n+]1[O-]	0.7	-1	2	1	-4	97	3	-1.7	3	-0.2
53	CCNC(=S)N1CCN(CCN=CC2=C(O)CC(c3cccs3)CC2=O)CC1 (stereo not drawn)	0.0	-3	6	1	8	101	0	-1.1	3	-0.2
54	O=C(CCC1COc2ccccc2O1)NCc1ccccc1 (stereo not drawn)	1.9	-4	14	3	3	99	1	-0.4	0	-0.1
55	O=C1CCCN1c1ccc(S(=O)(=O)Oc2cccc(Cl)c2)cc1[N+](=O)[O-]	-5.5	-8	7	-2	-1	123	-23	-1.9	-2	0.9
56	CC(C)(C)c1cc(NC(=O)c2cccnc2)no1	4.4	2	2	0	4	90	-1	2.0	-1	0.1
57	Cc1cc(N2CCCC2)nc2ccc(NC(=S)NCCCOC(C)C)cc12	-3.1	-1	8	-3	12	101	3	-0.5	-6	1.8
58	CCOc1ccc(N2CC(C(=O)N/N=C/c3sccc3C)CC2=O)cc1 (stereo not drawn)	1.8	-4	5	0	-3	96	0	-1.9	28	0.1
59	CCCn1c(C(C)NC(=O)c2ccccc2)n[nH]c1=S (stereo not drawn)	-0.5	4	-1	0	2	97	-2	-2.5	12	-0.1
60	Cc1ccoc1C(=O)NCCCNC(=O)c1occc1C	1.6	0	7	1	-7	151	5	-0.8	-1	0.2
61	CC(C)(C)NC(=O)Nc1ccc(Cn2cc(C(F)(F)F)ccc2=O)cc1	1.9	2	3	1	-2	95	3	-1.3	-3	0.4
62	CCC(C)NC(=O)CSc1nc2c(sc(=S)n2-c2cc(Cl)ccc2OC)c(=O)[nH]1 (stereo not drawn)	-0.2	-4	6	-1	11	105	1	-0.4	3	-0.1
63	CC(OC(=O)c1cccc(-n2cnnn2)c1)C(=O)c1ccccc1 (stereo not drawn)	0.3	10	6	3	18	98	-6	-0.6	3	-0.1
64	CCc1sc(C(=O)N2CCN(C(=O)c3ccccc3)CC2)cc1C	0.1	-10	-2	-5	8	99	7	-0.7	-2	-0.1
65	N#CCn1cnc2sc(-c3ccccc3)cc2c1=O	1.8	0	20	-1	3	105	-1	-1.8	1	-0.4
66	COc1ccc(-c2nnc(SCC(N)=O)n2N)cc1	-0.5	2	5	2	9	102	3	-1.2	-3	-0.1
